# CASP6 VEID inh = caspase-6 (human) enzyme inhibition. actives 0.53% (n = 350,000). purified caspase-6, Z-VEID-R110 cleavage fluorescence. inhibition, % at 12.5 µM. AID 686996. P55212;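 active = mean inhibition across replicates at least about 35%, with every replicate also reaching that limit, limit read from the data; inconclusive = only one of the two criteria met; inactive = neither criterion met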;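 also: 0% = median of neutral control wells and 100% = no fluorescence left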
# Target sequence (P55212 24-179 limits assumed): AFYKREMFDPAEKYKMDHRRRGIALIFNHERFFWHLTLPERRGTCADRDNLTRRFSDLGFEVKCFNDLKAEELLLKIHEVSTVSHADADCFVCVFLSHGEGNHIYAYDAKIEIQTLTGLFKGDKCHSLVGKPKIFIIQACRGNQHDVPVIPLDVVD
# Target sequence (P55212 194-293 limits assumed): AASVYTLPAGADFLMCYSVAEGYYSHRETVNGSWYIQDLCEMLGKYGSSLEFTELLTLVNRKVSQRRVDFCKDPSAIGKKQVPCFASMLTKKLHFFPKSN
# EWS-Fli inh = inhibitors of EWS/Fli oncoprotein transcriptional activity | actives 0.67% (n = 350,000) | AID 651661 | A673 NR0B1-luciferase reporter, viability-normalised | inhibition, % at 12.6 µM;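 active = mean inhibition of at least 50% after viability correction, with every replicate also passing that limit; inconclusive = mean reaches 50% but only one of two replicates passes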;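 also: firefly luciferase signal divided by Alamar Blue viability fluorescence both relative to DMSO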
# Cneo AK release = causes C. neoformans cell lysis. adenylate kinase release luminescence, 4 h; normalised: neutral wells 0, clomiphene wells 100. lysis activity, % at 15 µM. actives 0.2% (n = 360,000);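 active = mean lysis activity across replicates of at least 80%, whatever share of replicates individually reach that level; inactive = mean lysis activity below 80%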
#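 Material: C. neoformans cells; Schedule: 4 h static compound exposure, 37 °C, read 1 h post-reagent; Measured by: adenylate kinase release luminescence; Read-out: signal increase indicating cell lysis; Controls: Clomiphene as positive lysis control.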
# PGC1a acetyl inh = PGC1a acetylation modulation, inhibitor mode; U2OS PGC1a acetylation, AlphaScreen anti-acetyl-lysine; with virally co-expressed GCN5 acetyltransferase; inhibition, % at 15.6 µM; actives 0.17% (n = 350,000); AID 651687;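 active = every replicate shows inhibition of at least 40%; inconclusive = mean inhibition at least 40% but some replicate below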;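 also: 0% = neutral control wells and 100% = positive control wells; some results beyond the cut were filed as inactive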
# miR122 inh = blocks miR-122 activity in Huh7 sensor cells; Huh7 miR-122 Renilla luciferase sensor, 48 h; neutral wells = 0, positive control = 100; activation (reporter increase), % at 12.5 µM; AID 602342; actives 0.3% (n = 340,000);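 active = mean replicate activation score at least 90 and every replicate individually at or above 90; inconclusive = only one of the two criteria met; inactive = neither criterion met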;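 also: higher luciferase means less miR-122 activity so hits act as miR-122 inhibitors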
# FN deposit inh = fibronectin deposition inhibition. inhibition, % at 12.6 µM. actives 0.086% (n = 350,000). AID 743247. AH1F fibroblasts, Alexa488-fibronectin deposition fluorescence, overnight;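 active = mean inhibition across replicates of 30% or more, regardless of how many single replicates reach that level; inconclusive = mean under 30% yet at least half of replicates reach 30%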;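 also: positive control wells lacked labelled fibronectin entirely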
#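 Assay system: AH1F fibroblast monolayer, labelled fibronectin deposition. Amount: 10000 cells per well. Also added: labelled fibronectin 24 nM. Compound: single-point pinned compound. Incubation: cell attachment 1 h, compound and FN exposure overnight. Detection: fluorescence after three HBSS washes, excitation 485 nm, emission 525 nm. Read-out: inhibition of fibronectin deposition signal.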
# PAX8 inh HTS = lowers PAX8-driven luciferase in RMG-I cells; RMG-I TPO-luciferase reporter, SteadyGlo, 24 h; inhibition, % at 12.6 µM; actives 1.2% (n = 360,000);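 active = mean replicate inhibition at least 60% with every replicate also reaching 60%; inconclusive = only one of the two criteria is met; inactive = mean below 60% and not all replicates reaching 60%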;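 also: luciferase light reporting Pax8 driven TPO promoter activity; plate controls were median of neutral control wells for no effect and mitoxantrone controls for full effect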
# LGR2 inh = inhibitors of bursicon-induced Drosophila LGR2 receptor cAMP signaling. HEK293 LGR2, CRE-luciferase, bursicon-stimulated, 4 h. inhibition, % at 9.99 µM. actives 0.35% (n = 380,000);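 active = drop in luminescence signal, shown as inhibition above about 50% in the replicate tests, limit read from the data, passing the limit was not always enough; inconclusive = probably only some replicates passing the limit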;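 also: agonist challenge used bursicon conditioned medium at about half maximal strength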
# An asterisk follows results filed as active; ? = inconclusive; · = no result given; [ ] = remark or other dose. Rows were taken by chance, and some 2.5% of all compounds hit somewhere here.
Molecule,CASP6 VEID inh,EWS-Fli inh,Cneo AK release,PGC1a acetyl inh,miR122 inh,FN deposit inh,PAX8 inh HTS,LGR2 inh
CC(NC(=O)c1ccc(N)cc1)c1ccccc1 (configuration not stated),-2,1,2,-3,-1,-12,8,-6
CC(C)CC1C(=O)N(Cc2cn(Cc3ccco3)nn2)CCS(=O)(=O)N1Cc1ccc(-c2ccccc2)cc1 (configuration not stated),3,2,-3,2,-9,-4,41,43
CCN1CCN(c2ccc(NC(=O)c3ccc(C#N)cc3F)cc2Cl)CC1,1,-7,-5,4,-3,-39,-24,-8
C[C@H]1CN([C@@H](C)CO)C(=O)c2cccc(NC(=O)c3ccc(-c4nccs4)cc3)c2O[C@H]1CN(C)Cc1ccc(-c2ccccc2)cc1,·,13,-5,23,-4[16.7 µM],·,63*,15
C/C(=N\NC(=O)c1cc(C)oc1C)c1ccc2ccccc2c1,-3,-29,4,1,-4,-3,-12,-31
O=c1ccc2cc3c(-c4ccccc4)coc3cc2o1,3,-4,2,-6,-7,15,-24,-11
O=C(COC(=O)Cc1ccc(Br)cc1)NC1CC1,-2,-1,0,-2,-7,4,-10,-17
O=C(Nc1cccc2c1CCCC2)c1ccncc1,-3,8,0,26,2,·,·,-4
CCOc1c(OC(C)=O)ccc(/C=C/c2ccc3cccc(OC(C)=O)c3n2)c1[N+](=O)[O-],3,-22,-19,-17,11,·,·,-100
Cc1c([N+](=O)[O-])cc(N2C(=O)C=CC2=O)cc1[N+](=O)[O-],3,·,2,19,5,·,·,2
CN1[C@H](C(=O)NCc2ccncc2)[C@@H](CO)[C@@H]2Cn3c(ccc(-c4ccccc4F)c3=O)[C@@H]21,-1,-6,-3,-7,-4[16.7 µM],·,-4,11
CC1C(=O)OC2C1CCC1(C)CCC(=O)C(C)C21 (configuration not stated),-4,-2,-3,4,-11,-6,14,-4
Cc1nc(SCC(=O)Nc2cccc(S(=O)(=O)N3CCOCC3)c2)nc(C)c1C,1,-2,-1,-12,5,·,-1,-11
Cc1cccc(C)c1N1CCN(S(=O)(=O)c2ccccc2)CC1,3,-3,·,·,·,-4,-1,11
CCOC(=O)c1cnc(-n2nc(C)cc2C)nc1Nc1ccc(O)cc1,-1,38,·,·,·,-34,6,4
Cc1ccnn1CCC(=O)N1CCCC(CCC(=O)N2CCN(c3ccccn3)CC2)C1 (configuration not stated),-4,5,·,13,·,·,6,4
N#Cc1ccc(-n2nccc2-c2cnc3n(c2=O)CCS3)cc1,·,·,0,-3,-8,-3,0,·
O=C(COC(=O)CNC(=O)c1ccccc1F)Nc1ccc(Cl)cn1,9,-3,0,5,-9,-5,-9,-34
CCSc1nc2sc3c(c2c(=O)n1C1CCCCC1)CCN(C)C3,·,·,-4,-8,-8,9,·,·
CC1CN(c2cc3nccnc3cc2F)CC(C)O1 (configuration not stated),1,-5,0,8,-8,·,·,-5
CCOC(=O)/C=C/[C@H]1CC2(CCO1)SCCCS2,-2,-3,-9,-1,-3,-2,-102,-25
COC(=O)CSc1nc2c(c(-c3ccc(O)cc3)c1C#N)CCCC2,12,3,2,-6,-1,-10,-5,-8
CN(Cc1ccccc1)C(=O)CN1C(=O)NC2(CCCC2)C1=O,-3,-3,-2,4,10,20,-4,-12
O=C(NCc1cccnc1)C1CC(c2cccc(Br)c2)=NO1 (configuration not stated),-3,2,-3,-11,3,2,36,-10

# The closing 4 entries of the part above come first, to join the parts.
Molecule,CASP6 VEID inh,EWS-Fli inh,Cneo AK release,PGC1a acetyl inh,miR122 inh,FN deposit inh,PAX8 inh HTS,LGR2 inh
CCOC(=O)/C=C/[C@H]1CC2(CCO1)SCCCS2,-2,-3,-9,-1,-3,-2,-102,-25
COC(=O)CSc1nc2c(c(-c3ccc(O)cc3)c1C#N)CCCC2,12,3,2,-6,-1,-10,-5,-8
CN(Cc1ccccc1)C(=O)CN1C(=O)NC2(CCCC2)C1=O,-3,-3,-2,4,10,20,-4,-12
O=C(NCc1cccnc1)C1CC(c2cccc(Br)c2)=NO1 (configuration not stated),-3,2,-3,-11,3,2,36,-10
CCCCC(=O)Nc1cc([N+](=O)[O-])ccc1Cl,1,-2,·,·,·,1,-2,4
OC(c1ccccc1)(c1nc(-c2cccc3cccnc23)cs1)C(F)(F)F (configuration not stated),1,-9,-2,-16,2,2,11,9
C[C@@H]1CN([C@@H](C)CO)C(=O)c2cccc(NC(=O)c3ccncc3)c2O[C@@H]1CN(C)Cc1ccc(C(=O)Nc2ccccc2N)cc1,-2,45,0,-1,47[16.7 µM],·,·,22
CCN(CC)CCNC(=O)c1[nH]c2ccc(OCc3ccccc3)cc2c1C,-14,28,·,-29,3,6,2,-2
Cc1ccc(CNC(=O)CSc2nc3c(sc4ccccc43)c(=O)n2CCCN2CCCC2)cc1,-2,22,·,2,·,3,17,6
N#Cc1ccc(-c2csc(NC(=O)c3ccc(N4C(=O)CCC4=O)cc3)n2)cc1,-1,-9,-6,2,-4,7,-7,10
Cc1ccccc1C(=O)NNC(=O)C1CCCN(c2ncccn2)C1 (configuration not stated),·,·,0,-6,-5,6,·,-10
N=C(N)SCc1nc2ccccn2c1Br,·,·,0,-14,-3,2,-10,0
CCCn1nnnc1NC(=O)CSc1ccc(Cl)cc1,8,9,-3,8,-4,·,·,0
CN(CCC1CCOCC1)C(=O)c1cc(COc2c(F)cccc2F)on1,-1,-21,0,3,-7,-4,-46,-3
C[C@H]1CN([C@@H](C)CO)S(=O)(=O)c2ccc(-c3ccncc3)cc2O[C@@H]1CN(C)Cc1ccncc1,·,11,·,13,-3[16.7 µM],-22,·,-17
Cc1nc(NC(=O)COC(=O)[C@@H](NC(=O)c2ccco2)C(C)C)c(Cl)cc1Cl,5,12,-2,-3,5,-2,0,2
CNc1ccc(C(O)(C(F)(F)F)C(F)(F)F)cc1C(O)(C(F)(F)F)C(F)(F)F,·,·,2,4,33,2,-5,·
Cc1ccc(S(=O)(=O)Nc2ccc3c(c2)C(=O)N([C@@H](C)CO)C[C@@H](C)[C@H](CN(C)Cc2ccc(Cl)c(Cl)c2)O3)cc1,-2,2,32,1,0[16.7 µM],·,·,-4
CC1(C)C(c2ccccc2)=[N+]([O-])C2(CCCCC2=O)N1O (configuration not stated),·,·,1,0,14,10,8,·
O=C(O)c1ccc(COc2ccc3ccccc3c2)o1,6,-57,0,9,-4,-2,-59,-108
COc1ccc(S(=O)(=O)Nc2ccc3c(c2)C(=O)N([C@H](C)CO)C[C@@H](C)[C@@H](CN(C)S(C)(=O)=O)OCCCC[C@H](C)O3)cc1,-3,-9,0,-2,-2[16.7 µM],·,-10,-12
CC(=O)c1ccc(C(=O)NC2CC(C)(C)Cc3c2cnn3-c2ccccc2)cc1 (configuration not stated),0,-10,2,5,-6,7,-6,10
Cc1cc(NC2=CC(=O)C(=O)c3ccccc32)no1,48*,-1,·,-1,0,-8,-21,-31
COc1ccc(-c2nn(-c3ccccc3F)cc2CNCCn2nc(C)cc2C)cc1,1,2,·,·,·,-7,7,5
COc1cc2c(c(OC)c1OC)-c1ccc(SC)c(=O)cc1C(NC(=O)c1ccccc1)CC2 (configuration not stated),0,30,·,-7,63,8,67*,-5
COc1ccc(N(CC(=O)Nc2cc(Cl)ccc2C)S(=O)(=O)c2c(C)n[nH]c2C)cc1,-5,14,-1,·,·,1,-2,-41
CCCNC(=O)C[C@@H]1CC[C@H]2[C@H](COc3ccc(NC(=O)NCCC)cc3C(=O)N2C)O1,0,-1,·,-10,·,-8,·,-7
Cc1ccc(S(=O)(=O)N2CCC(C(=O)NCC(C)(C)N3CCOCC3)CC2)c(C)c1,4,6,-1,·,·,3,14,-12
O=C(Nc1ccc(F)cc1)c1ccccc1F,-3,-65,·,5,1,·,·,-26
Cc1noc(C)c1COc1cccc(C(=O)N2CCN(C/C=C/c3ccccc3)CC2)c1,·,·,0,-9,-8,-10,16,·
CC(NC(=O)C12CC3CC(CC(C3)C1)C2)c1ccc(F)cc1 (configuration not stated),2,6,·,·,-14,4,18,0
COc1ccc(OCC(=O)Nc2ccc3c(c2)nc(CCN2CCOCC2)n3C)cc1,·,·,3,9,-2,-7,·,·
COc1ccc(-c2c(C)nc(N)nc2-c2ccc(OC)cc2O)cc1,3,4,0,12,-6,12,-14,-6
Cc1cc(C)cc(NC(=S)NCc2ccc3[nH]c4c(c3c2)CCCC4)c1,-3,-48,3,-9,10,6,20,1
CCNS(=O)(=O)c1ccc(CCC(=O)O)cc1,-2,-5,0,-4,3,4,1,-10
N#CC(C(=O)c1ccco1)c1ccccn1 (configuration not stated),·,·,-1,5,0,3,·,-10
CCCCCNS(=O)(=O)c1cc2c3c(c1)CCC(=O)N3CCC2,-3,7,1,-1,?,1,9,-4

# Entries shown so far with an NH in an aromatic ring, in the order listed:
Molecule,CASP6 VEID inh,EWS-Fli inh,Cneo AK release,PGC1a acetyl inh,miR122 inh,FN deposit inh,PAX8 inh HTS,LGR2 inh
CCN(CC)CCNC(=O)c1[nH]c2ccc(OCc3ccccc3)cc2c1C,-14,28,·,-29,3,6,2,-2
COc1ccc(N(CC(=O)Nc2cc(Cl)ccc2C)S(=O)(=O)c2c(C)n[nH]c2C)cc1,-5,14,-1,·,·,1,-2,-41
Cc1cc(C)cc(NC(=S)NCc2ccc3[nH]c4c(c3c2)CCCC4)c1,-3,-48,3,-9,10,6,20,1
